Screening data deposited in PubChem BioAssay by several laboratories.
RmlC RmlD mix: RmlC and RmlD coupled enzyme inhibitors, primary screen, biochemical, 384-well, compound mixtures, retest. AID 1532, 2009. inhibition, % at 5.5 µM. RmlC/RmlD coupled enzyme inhibition, 384-well mixture HTS. actives 0.39% (n = 110,000); in the data active = inhibition above about 30%, passing the limit was not always enough; also: strong numbers were not always called active
RT RNaseH block: HIV-1 RT RNase H inhibitors, primary screen, biochemical, fluorescence; inhibition, % at 10 µM; RT-RNase H RNA/DNA duplex cleavage; AID 565, 2006; actives 1.9% (n = 65,000); Gag-Pol polyprotein (Human immunodeficiency virus type 1 group M subtype B (isolate …; in the data active = inhibition above about 50%
An asterisk follows results filed as active; / = not tested or not shown. Some of the compounds tested, so the mix of outcomes need not match the whole.

Every second line gives: RmlC RmlD mix	RT RNaseH block
> CN(C)/C=C/C(=O)c1ccccc1F
 : 29	/
> COc1ccc(CN2CCN(C(=O)CC(C)C)CC2)c(OC)c1OC
 : -4	-9
> CCOC(=O)C1CCN(S(=O)(=O)c2ccc(OC)c(Cl)c2Cl)CC1
 : 16	/
> CC1CN(CC(=O)c2c(N)n(Cc3ccccc3)c(=O)n(C)c2=O)CC(C)O1 (centres undefined)
 : -7	/
> CCOC(=O)c1cc2c(=O)n3ccccc3nc2n(Cc2ccco2)c1=NC(=O)c1cccnc1
 : -7	0
> Cc1nc(NC(=O)c2ccc(F)cc2)sc1C(=O)Nc1ccc2c(c1)CCC2
 : -28	/
> Cc1cc(/C([O-])=C(/C(=S)Nc2ccc(F)cc2)[n+]2ccccc2)c(C)n1-c1ccc(F)cc1
 : 10	/
> CN(C)c1ccnc2sc3c(=O)n(Cc4ccccc4)cnc3c12
 : -9	-5
> Cc1ccnc(NS(=O)(=O)Cc2ccccc2)c1
 : 0	/
> Cc1ccc(/C=c2/sc3nnc(-c4ccccc4Cl)n3c2=O)o1
 : 19	19
> CCOC(=O)Cc1nnc(NC(=O)Nc2ccccc2)s1
 : -11	-49
> COC(=O)C(O)(CC(=O)Nc1ccc(OC)cc1)C(F)(F)F (centres undefined)
 : -1	/
> CCOC(=O)C1C2C=CC3(CN(C4CCCC4)C(=O)C13)O2 (centres undefined)
 : -14	-6
> CC1(C)CC[C@]2(C(=O)O)CC[C@]3(C)C(=CCC4[C@@]5(C)CC[C@H](O)C(C)(C)C5CC[C@]43C)C2C1 (some centres undefined)
 : -15	/
> Cc1nn2c(-c3ccc(Cl)cc3)nnc2s1
 : -19	8
> Nc1nc(SCC(=O)Nc2ccc(Br)cc2F)n[nH]1
 : -13	-5
> O=c1[nH]n(Cc2ccccc2)c(=O)c2ccccc12
 : -11	/
> O=C(NCc1ccc2c(c1)OCO2)c1cc(-n2cnnc2)ccc1Cl
 : -13	-5
> Cc1cc2ccccc2n1CCNC(=O)C1CCCCC1
 : -9	/
> Cc1ccc(/C=C/c2nnc(-c3cccs3)o2)cc1
 : -4	/
> COc1ccc(/C=N\NC(=O)c2cc(OCC(F)(F)F)ccc2OCC(F)(F)F)cc1
 : -9	/
> O=C(NC1CCCC1)c1ccc(CN2CCOCC2)cc1
 : 6	/
> Cc1nn(-c2nc3ccccc3s2)c(C)c1Oc1ccccc1O
 : 10	4
> O=C(CCCN1C(=O)c2ccccc2C1=O)Nc1sc2c(c1C(=O)NCc1ccco1)CCC2
 : 11	1
> O=C(CCCCCn1c(SCc2ccncc2)nc2ccccc2c1=O)NCc1ccco1
 : 6	-31
> COc1ccc(C(C)(C)C)cc1NC(=O)c1c(C)noc1C
 : -7	-9
> c1csc(-c2nnc3ccccn23)c1
 : 7	-4
> CCOC(=O)c1ccc(Oc2c(C)oc3c(CN4CCN(C)CC4)c(O)ccc3c2=O)cc1
 : 16	2
> O=Cc1ccc(-c2ccccc2OC(F)(F)F)o1
 : -4	/
> COc1ccc(Cn2cc(F)c(=O)n(CCC(C)C)c2=O)cc1[N+](=O)[O-]
 : 8	/

Fetched one by one from the entries so far:
Every second line gives: RmlC RmlD mix	RT RNaseH block
> COc1ccc(Cn2cc(F)c(=O)n(CCC(C)C)c2=O)cc1[N+](=O)[O-]
 : 8	/
> Cc1ccc(/C=c2/sc3nnc(-c4ccccc4Cl)n3c2=O)o1
 : 19	19

Continuation:
Every second line gives: RmlC RmlD mix	RT RNaseH block
> NS(=O)(=O)c1ccc(N2N=C(c3ccccc3)CC2c2ccc(F)cc2)cc1 (centres undefined)
 : 149*	/
> Cc1cccc(-n2nnc(C(=O)NC3CCCc4ccccc43)c2N)c1 (centres undefined)
 : 6	-7
> CC(C)c1ccc(OCC(=O)NCc2ccco2)cc1
 : -11	-10
> O=C(Cn1cnc2c(nnn2Cc2ccc(F)cc2)c1=O)OCc1ccccc1
 : -4	-10
> CCN1CCN(c2nc(C)c3c(n2)CCCC3=O)CC1
 : 5	/
> Cc1sc2c(c1C)c(=O)n(-c1cccc(C(F)(F)F)c1)c(=O)n2CC(=O)NCc1ccco1
 : -12	/
> CC(=O)c1nn(-c2cccc(Br)c2)cc1C(=O)c1ccco1
 : 1	/
> O=S(=O)(N/N=C1\CC(c2ccccc2)Oc2ccccc21)c1ccccc1 (centres undefined)
 : -4	/
> COC(=O)COc1ccc(Oc2nc(SC)nc(N(C)C)n2)nn1
 : 12	-5
> Cc1c(N=Cc2ccc(-c3ccc(Cl)cc3)o2)c(=O)n(-c2ccccc2)n1C
 : 5	-18
> CCCN1C(=O)C(NC(C)=O)c2cc(OC)ccc21 (centres undefined)
 : 9	-1
> CCCOc1ccc(Cl)cc1CN1CCOCC1
 : 7	4
> Cc1cc2ncn(S(=O)(=O)N3CCOCC3)c2cc1C
 : -17	-62
> Cc1cccc2cc(CN(Cc3ccco3)C(=O)N3CCCC3)c(=O)[nH]c12
 : /	6
> N#CC1=C(N)OC2=C(C(=O)CCC2)C12C(=O)N1CCCc3cccc2c31 (centres undefined)
 : -16	/
> N#CCc1nnc2n1-c1ccccc1CCC2
 : -3	-6
> Nc1cc2c(cc1C(=O)c1ccccc1)OCCO2
 : -10	/
> COc1ccc(N(C)C(=S)Oc2ccc(C(=O)Nc3ccccc3)cc2)cc1
 : 14	/
> Cc1cc(C(=O)NCCN2CCCCC2C)n(-c2ccccc2)n1 (centres undefined)
 : -4	-5
> COc1cccc(-c2cc(C(F)(F)F)nc(-n3cccn3)n2)c1
 : -21	/
> Clc1ccccc1Cn1nnc2c(N3CCCC3)ncnc21
 : -7	-16
> COC(=O)CCc1nc2ccccc2[nH]c1=O
 : 5	3
> O=C(CSc1nc(O)cc(=O)[nH]1)Nc1ccc2c(c1)CCC2
 : -10	-3
> CC#CCN1c2ccccc2[C@]23C[C@@H](C(=O)OC)N(C(=O)c4cc(C)oc4C)C2=NC(C(=O)OC)=C(C(=O)OC)[C@H]13
 : 11	/
> Clc1ccc(-n2nnnc2CN2CCCCC2)cc1Cl
 : 113	/
> CN1CCN(c2ccc(NC(=O)CSc3ccccc3)cc2F)CC1
 : -18	/
> CCn1c(SCC(=O)Nc2nonc2C)nnc1-c1ccco1
 : -24	1
> CCCCNC(=O)CC1C(=O)N(Cc2ccccc2)C(C)c2nc3ccccc3n21 (centres undefined)
 : -13	-13
> CCOC(=O)CSc1nnc(Cc2ccccc2)n1-c1ccc(C)cc1
 : -9	/
> Cn1nc(-c2ccc(N3CCCCC3)c(NC(=O)c3ccco3)c2)c2ccccc2c1=O
 : 9	-4
> Cc1cccc(NC(=O)CCc2ccc(C)o2)c1
 : -10	0
> O=C(Nc1cccc(F)c1)C1CCN(C(=O)c2ccccc2Cl)CC1
 : 8	/
> COc1ccc(N=C2SC(CC(=O)Nc3ccc(OC)cc3OC)C(=O)N2C)cc1 (centres undefined)
 : 1	-10
> CCOC(=O)c1sc(NC(=O)CSc2nc3c(cc2C#N)CCC3)c(C#N)c1C
 : /	43
> C=CCc1cccc2cc(C(=O)NCc3ccc(C(=O)OCC)o3)c(=O)oc12
 : -6	/
> CSCCC(NS(=O)(=O)c1ccc2c(c1)oc(=O)n2C)C(=O)NC1CCC(C)CC1 (centres undefined)
 : 8	0
> CC(C)[C@H](NC(=O)c1cccc(S(=O)(=O)N2CCCC2)c1)c1nc2ccccc2[nH]1
 : 4	/
> CC1CCN(C(=O)c2[nH]cnc2C(=O)N[C@@H](C)C(=O)OCc2ccccc2)CC1
 : 6	/
> O=C1C2CCN(CC2)[C@@H]1Cc1ccc2ccccc2c1O
 : 8	-7
> COC(=O)c1cc(OC)c(OC)cc1NC(=O)CN1CCOCC1
 : -18	-8
> CCN(CC)S(=O)(=O)c1ccc2c(c1)nc(SCC(=O)N1CCCCCC1)n2-c1ccc(OC)cc1
 : -11	/
> Cc1cc(NC(=O)c2cccc(S(=O)(=O)N(C)C)c2)n(-c2ccccn2)n1
 : -11	/
> COc1ccc(-n2ncc3c(N4CCc5ccccc54)ncnc32)cc1
 : 20	12
> Cc1ccccc1OCC1Cn2c(nc3c2c(=O)[nH]c(=O)n3C)O1 (centres undefined)
 : 19	-10
> COc1ccc(NC(=O)CC2C(=O)N(CCc3ccccc3)C(=S)N2Cc2cccnc2)cc1 (centres undefined)
 : 6	/
> Cc1nnc(N(Cc2ccco2)C(=O)c2ccno2)s1
 : 8	2
> CCN(CC)S(=O)(=O)c1ccc(C(=O)OCC(=O)c2ccc3c(c2)NC(=O)CO3)cc1
 : 5	/
> Clc1ccc(-c2nnc3ccccn23)cc1
 : -5	-11
> Cc1ccc(C)c(S(=O)(=O)N2C(=S)NC(=O)C2CC(C)C)c1 (centres undefined)
 : -5	/
> CCOC(=O)C1=C(C)N[C@@]2(O)c3ccccc3C(=O)[C@@]12O
 : -21	/
> Cc1ccc(OCC(O)Cn2c(N3CCOCC3)nc3c2c(=O)[nH]c(=O)n3C)cc1 (centres undefined)
 : -7	-4
> NC(=O)C1CCC(NC(=O)OCc2ccccc2)CC1 (centres undefined)
 : -11	-9
> C/C(=N\NC(=O)c1ccccc1C)c1ccc(N2CCOCC2)cc1
 : -5	/
> Cc1sc2ncnc(Sc3nnnn3-c3ccc(Cl)cc3)c2c1C
 : -27	11
> CCC(c1nnnn1C1CCCC1)N1CCN(C(=O)c2ccco2)CC1 (centres undefined)
 : -13	-13
> CCc1ccc(/C=N/Nc2nn[nH]n2)cc1
 : 17	/
> O=C(c1c(Cl)nc2sccn12)N(C(=O)c1c(Cl)nc2sccn12)c1ccc(Cl)cn1
 : /	-4
> Cc1c(N=C/C=C2/N(C)c3ccccc3C2(C)C)c(=O)n(-c2ccccc2)n1C
 : -10	/
> O=C(OCC(=O)N1CCOCC1)C(c1ccccc1)c1ccccc1
 : 26	-10
> CCCn1nc(C(=O)NCC(C)(C)N2CCOCC2)c2ccccc2c1=O
 : 18	/

Next section
Every second line gives: RmlC RmlD mix	RT RNaseH block
> Cn1c2c(c(=O)n(C)c1=O)CN(CCN1CCNCC1)CN2
 : 11	26
> O=C(OCCN(CCOC(=O)c1ccncc1)S(=O)(=O)c1cccs1)c1ccncc1
 : 5	-18
> Cc1nn(-c2ccc(Cl)cc2Cl)c(=O)c2ccccc12
 : -11	/
> O=C(c1cn(-c2ccccc2)nc1-c1ccc(F)cc1)N1CCOCC1
 : -1	-7
> C=CCNc1nc(NCC)nc(N2CCOCC2)n1
 : 16	/
> O=C(Nc1ccc2snnc2c1)Nc1cccc2ccccc12
 : 5	/
> O=C(Nc1nc2c(s1)CCCC2)c1cc2n(n1)C(C(F)(F)F)CC(C1CC1)N2 (centres undefined)
 : -7	1
> CCOC(=O)/C=c1\s/c(=C\c2ccc3cc(OC)ccc3c2)c(=O)n1CC(=O)NCC1CCCO1 (centres undefined)
 : 8	/
> CCOC(=O)N1CCC(=NNS(=O)(=O)c2cccc([N+](=O)[O-])c2)CC1
 : -14	/
> CC(C)CCNC(=O)CC1C(=O)N(Cc2ccccc2)C(C)c2nc3ccccc3n21 (centres undefined)
 : 16	/
> Nc1cc(OC(=O)c2ccccc2Br)nn1S(=O)(=O)c1ccccc1
 : /	-10
> O=C(CCc1ccc(S(=O)(=O)N2CCOCC2)cc1)Nc1cc(Cl)ccc1N1CCOCC1
 : 7	8
> CCN=c1sc(C(=O)OC)cc(=O)n1CC
 : -10	/
> Clc1cccc(-c2nc(-c3ccccn3)no2)c1
 : -133	-31
> Cc1ccc(SCC(=O)NCC(C)C)cc1
 : -13	-11
> CC(=O)N1CCCc2cc(S(=O)(=O)CCC(=O)N3CCN(c4cccc(C)c4)C(C)C3)ccc21 (centres undefined)
 : /	-5
> O=C(NCCc1ccccc1)c1ccc2nc(-c3ccco3)c(-c3ccco3)nc2c1
 : -14	/
> Nc1nc2ccccc2n1/N=C/c1ccc(Br)cc1
 : -20	-12
> CCCCc1cn([C@@H](CCCCN)C(=O)N2CCNCC2)nn1
 : 7	/
> CSc1nc2nc(-c3ccccc3)cc(=O)n2[nH]1
 : -9	/
> Cn1c(-c2ccc(C=O)s2)nc2ccccc21
 : 7	/
> O=C(CN1CCOc2ccccc21)N1CCCC1
 : /	-7
> Clc1ccc(Cn2ncc3c(NCCN4CCOCC4)ncnc32)cc1
 : -8	-10
> Cc1cc2cc(C(c3nnnn3CC3CCCO3)N3CCCc4ccccc43)c(=O)[nH]c2cc1C (centres undefined)
 : -11	52*
> CC1CCCCN1Cc1nc2c(c(=O)n(C)c(=O)n2C)n1Cc1cccc2ccccc12 (centres undefined)
 : /	7
> COc1ccc(C(=O)Nc2cc(-c3nn4c(C)nnc4s3)ccc2C)cc1
 : -6	-9
> CC(=O)Nc1cccc(NC(=O)C2CCCN2C(=O)Nc2ccccc2C)c1 (centres undefined)
 : 7	7
> C=CCOC(=O)Nc1ccc(Cl)cc1NC(=O)OCC=C
 : -4	0
> CCN(CC)C(=O)CSc1nc2cc3c(cc2c(=O)n1Cc1ccc2c(c1)OCO2)OCO3
 : 8	-4
> Cc1c(C2OC(=O)C3(CCCCC3)C(=O)C2(C)C)c(=O)n(-c2ccccc2)n1C (centres undefined)
 : 4	0
> CCOc1ccc(S(=O)(=O)NCc2cccs2)cc1
 : -7	/
> O=C(Nc1ccc2c(c1)OCO2)c1cnn2c(C(F)(F)F)cc(-c3ccco3)nc12
 : 32	-18
> CCOC(=O)CC1C(=O)NCCN1S(=O)(=O)c1cc(Cl)c(Cl)cc1Cl (centres undefined)
 : 8	/
> CC1CCCN(c2ccc(C(=O)NCCc3ccccc3)cn2)C1 (centres undefined)
 : -7	13
> Nn1c(-c2cccs2)nc2sc3c(c2c1=O)CCCC3
 : -24	-37
> CN1c2ccccc2C(C)(C)[C@]12C=Cc1cc(O)ccc1O2
 : 13	/
> COc1cc(Cl)c(S(=O)(=O)NCc2cccnc2)cc1Cl
 : -14	-3

In the list so far, these have a cyano group.
Every second line gives: RmlC RmlD mix	RT RNaseH block
> N#CC1=C(N)OC2=C(C(=O)CCC2)C12C(=O)N1CCCc3cccc2c31 (centres undefined)
 : -16	/
> N#CCc1nnc2n1-c1ccccc1CCC2
 : -3	-6
> CCOC(=O)c1sc(NC(=O)CSc2nc3c(cc2C#N)CCC3)c(C#N)c1C
 : /	43
